Assay outcomes: PubChem, several laboratories
Rab7 wt modul: alters GTP binding to wildtype dog Rab7; GST-Rab7 beads, fluorescent GTP binding, flow cytometry; actives lie on both sides; untreated = 100%, excess cold GTP = 0%; 190,000 tested, 0.055% active; GTP binding activity (percent of control), % at 10 µM;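 active means fluorescent GTP binding to Rab7 beads changed by at least 20 points from the 100% baseline, either direction, mostly lower; inconclusive means compound itself probably fluorescent, or too few beads counted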;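 further: median green fluorescence of bound Bodipy-FL-GTP per Rab7 bead population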
Cdc42 wt GTP: changes GTP binding to wildtype human Cdc42. P60953. GST-Cdc42 beads, Bodipy-GTP binding, flow cytometry; actives lie on both sides. percent activity (GTP binding), % at 10 µM. 190,000 tested, 0.2% active. AID 761;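 active means percent activity GTP binding at least 20 points away from the 100% baseline, either down as inhibitor or up as activator; inconclusive means compound flagged as likely green fluorescent from well-wide comparison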;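 further: median bead fluorescence of bound Bodipy-FL-GTP at 100 nM; 0% = excess unlabeled GTP control and 100% = no compound control; below 100% means less GTP binding so inhibitor and above means activator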
Pf gamet viab: kills late stage P. falciparum gametocytes; P. falciparum stage V gametocytes, ATP luminescence, 24 h; inhibition, % at 10.9 µM; 150,000 tested, 0.065% active;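 active means inhibition above the mean plus 3 SD of compounds within the control limits, set per campaign, cut at about 38% in these data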;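 further: 0% = DMSO wells and 100% = medium only without gametocytes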
Avidin bead fluor: avidin bead compound fluorescence profile. AID 1775. fluorescence (KMESF) at 10 µM. 220,000 tested, 0.38% active. Avidin beads, compound fluorescence 488/530 nm, flow cytometry; hits give high values; in the data active means fluorescence above about 47; further: inactives centre near 10
Mcl1 Noxa PPI: Mcl-1/Noxa interaction inhibition; Q07820; TR-FRET Mcl-1/Noxa peptide binding, 2 h; inhibition, % at 21.7 µM; 220,000 tested, 1.5% active;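 active means compounds that cut the protein-peptide binding signal by more than 50% relative to plate controls in a single-dose test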;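 further: His-tagged Mcl-1 with rhodamine Noxa BH3 peptide and terbium anti-His antibody; 0% = Mcl-1 plus Noxa peptide wells and 100% = peptide-only wells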
Target sequence (Q07820 whole entry, looked up): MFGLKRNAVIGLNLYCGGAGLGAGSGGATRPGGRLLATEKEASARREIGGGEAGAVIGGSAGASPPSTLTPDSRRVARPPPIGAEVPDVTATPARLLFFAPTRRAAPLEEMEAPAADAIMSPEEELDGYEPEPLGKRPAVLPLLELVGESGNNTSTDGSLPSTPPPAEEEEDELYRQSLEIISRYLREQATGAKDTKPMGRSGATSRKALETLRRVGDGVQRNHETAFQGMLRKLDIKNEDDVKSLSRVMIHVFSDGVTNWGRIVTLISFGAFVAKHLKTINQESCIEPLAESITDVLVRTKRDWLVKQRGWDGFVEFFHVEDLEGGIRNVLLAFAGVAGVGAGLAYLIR
Rac1 act GTP bind: human Rac1 activated mutant GTP binding change; percent activity (GTP binding), % at 10 µM; P63000; 190,000 tested, 0.11% active; GST-Rac1 activated beads, fluorescent GTP binding, flow cytometry; actives lie on both sides; 100% means binding = to untreated wells;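 active means GTP binding at least 20 percentage points away from the 100% baseline, in either direction, so actives lie on both sides; inconclusive means Compound likely fluorescent itself, or too few beads counted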
HRas wt GTP bind: human HRas wildtype GTP binding, change in either direction. GST-Ras wt beads, Bodipy-FL-GTP binding, flow cytometry; actives lie on both sides. GTP binding activity, % at 10 µM. P01112. 190,000 tested, 0.14% active;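 active means GTP binding activity at least 20% away from the 100% baseline, either lowered as inhibitor or raised as activator; inconclusive means flagged as likely green fluorescent, judged across all proteins in the well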;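 further: 0% = unlabeled GTP competition control and 100% = no-compound control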
Rac1 wt modul: human Rac1 wildtype GTP binding, inhibitors and activators; GTP binding activity (% of control), % at 10 µM; GST-Rac1 beads, fluorescent GTP binding, flow cytometry; actives lie on both sides; 0 = cold GTP competed, 100 = untreated; 190,000 tested, 0.27% active; P63000; AID 757;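 active means GTP binding activity at least 20 points away from the 100% control level, either lower or higher; inconclusive means compound flagged as likely green fluorescent, judged across all proteins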
ABCB1 inh: human ABCB1 inhibition, ABCG2 as counter-screen. 190,000 tested, 0.067% active. CCRF-Adr cells, JC-1 efflux, flow cytometry. inhibition, % at 6.6 µM. P08183; in the data active means inhibition above about 40%;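 further: 0% = vehicle and 100% = reference inhibitor; higher value means more JC-1 retained so stronger ABCB1 efflux block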
ABCG2 block: blocks JC-1 efflux by human ABCG2 transporter; Q9UNQ0; IgMXP3 cells, flow cytometry; inhibition, % at 6.6 µM; 190,000 tested, 0.1% active;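 active means inhibition above 80%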;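 further: 0% = DMSO and 100% = nicardipine control wells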
Target sequence (Q9UNQ0 whole entry, looked up): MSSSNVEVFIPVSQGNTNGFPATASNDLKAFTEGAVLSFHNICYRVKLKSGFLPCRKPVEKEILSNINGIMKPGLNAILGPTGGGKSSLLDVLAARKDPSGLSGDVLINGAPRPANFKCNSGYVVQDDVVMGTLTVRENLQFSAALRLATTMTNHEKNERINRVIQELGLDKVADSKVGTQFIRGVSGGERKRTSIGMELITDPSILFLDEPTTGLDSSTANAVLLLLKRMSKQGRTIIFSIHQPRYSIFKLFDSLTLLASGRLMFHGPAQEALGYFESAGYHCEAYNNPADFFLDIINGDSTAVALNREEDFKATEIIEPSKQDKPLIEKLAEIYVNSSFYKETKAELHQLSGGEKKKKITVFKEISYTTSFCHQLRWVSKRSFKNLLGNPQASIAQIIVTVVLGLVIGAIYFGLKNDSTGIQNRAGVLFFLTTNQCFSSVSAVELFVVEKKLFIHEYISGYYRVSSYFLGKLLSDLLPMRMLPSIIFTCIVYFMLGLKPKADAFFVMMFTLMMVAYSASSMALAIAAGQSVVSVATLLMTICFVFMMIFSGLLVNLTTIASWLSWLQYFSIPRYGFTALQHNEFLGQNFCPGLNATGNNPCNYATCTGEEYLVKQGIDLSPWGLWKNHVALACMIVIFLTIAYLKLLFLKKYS
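test system = two drug-resistant human cell lines, ABCG2 and ABCB1 | amount = 3 million cells/mL final, two lines in 1:1 ratio | reagent = JC-1 transporter substrate | doses = one concentration, 6.6 µM final | incubation = 10 min at 25 °C | signal = flow cytometric JC-1 green MFI at 530 nm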
Rab2A wt mod: changes GTP binding to wildtype dog Rab2A, up or down; GTP binding activity, % at 10 µM; GST-Rab2 wt beads, Bodipy-GTP binding, flow cytometry; 190,000 tested, 0.19% active;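 active means GTP binding activity at least 20 points away from 100%, either lowered or raised; inconclusive means signal likely due to the compound's own green fluorescence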;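 further: 0% = beads with excess unlabeled GTP and 100% = no-compound control corrected for plate trend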
* marks the source's active call; other numbers are inactive results; ? = inconclusive; · = no result given.

SMILES	Rab7 wt modul	Cdc42 wt GTP	Pf gamet viab	Avidin bead fluor	Mcl1 Noxa PPI	Rac1 act GTP bind	HRas wt GTP bind	Rac1 wt modul	ABCB1 inh	ABCG2 block	Rab2A wt mod
CC1CN(C2CCCCC2)c2nc3c(c(=O)n(C)c(=O)n3C)n2C1 (centres undefined)	103	103	·	7	2	103	102	106	0.1	0	102
Cc1cc(C)nc(NC(=NCCc2c[nH]c3ccccc23)NC(=O)Nc2ccc(Cl)c(Cl)c2)n1	96	100	·	10	-2	99	99	105	-0.2	-5	97
CCS(=O)(=O)Nc1ccc(C2=NN(S(C)(=O)=O)C(c3cccs3)C2)cc1 (centres undefined)	107	97	-5	11	6	96	101	104	-0.4	4	103
N#Cc1c(C(F)(F)F)cc(-c2ccccc2)nc1SCC(=O)Nc1sc2c(c1C#N)CCC2	95	100	14	9	·	97	100	94	0.1	0	97
Nc1cc(=O)[nH]c(=O)n1Cc1ccco1	96	102	·	7	-3	101	103	101	-0.3	0	106
CN1C(=O)CC(N2CCN(C(c3ccccc3)c3ccccc3)CC2)C1=O (centres undefined)	104	104	·	8	21	99	103	103	0.6	3	101
CCOC(=O)N1CCN(Cc2nc3c(c(=O)n(C)c(=O)n3C)n2Cc2ccccc2C)CC1	98	101	10	7	7	99	100	102	2.2	3	100
O=C(CNC(=O)c1cccs1)NC1=NCCS1	99	102	14	14	-13	101	99	104	0.3	4	101
CC(=O)Nc1ccc(S(=O)(=O)N2CCN(Cc3cccs3)CC2)cc1	101	95	10	11	43	94	94	96	0.8	6	97
Cn1ccnc1C(=O)c1cccc([N+](=O)[O-])c1	99	102	-19	9	13	101	101	105	0.5	11	99
O=C(CCc1nnc(CCCc2ccccc2)o1)NC(C1CC1)C1CC1	?	?	-12	10	-10	?	?	?	0.1	0	?
O=C(COC(=O)/C=C/c1ccc(F)cc1)NCc1ccco1	98	96	-14	9	6	96	95	101	-0.2	0	96
COc1ccc2c(C(=O)CN3CC(C)OC(C)C3)c[nH]c2c1 (centres undefined)	107	104	·	7	22	103	103	107	0.2	3	105
O=C(Cn1nc(-c2ccc(Cl)cc2)c2ccccc2c1=O)NCC1CCCO1 (centres undefined)	102	104	·	14	11	99	103	107	0.6	-3	103
CC(C)CCOc1ccccc1C(N)=O	100	98	14	23	-20	97	96	95	-0.1	-1	98
N#Cc1nn(-c2ccccc2)nc1N1CCCCC1	98	98	·	7	·	97	99	100	-0.1	4	99
O=C(NCCN1CCCCCC1)c1ccc(CS(=O)(=O)c2ccc(Br)cc2)o1	103	102	·	6	19	100	101	102	0.4	2	98
CCOc1ccc(CCNC(=O)C2CCN(S(=O)(=O)N3CCC(C)CC3)CC2)cc1OCC	102	103	-10	11	12	99	104	109	2.1	3	101
O=C(NCc1cccs1)Nc1ccc(Cl)cc1	104	100	-3	7	8	99	98	102	-0.2	0	100
COc1cccc(CN2CCC(C(=O)N3CCN(c4ccccc4F)CC3)CC2)c1	101	104	17	10	14	102	105	105	·	-1	104
COc1ccccc1OC1OC2COC(c3ccco3)OC2C(O)C1NC(C)=O (centres undefined)	97	101	0	10	4	101	98	103	·	7	99
Cc1ccc(S(=O)(=O)N2CCCC(C(=O)NCCCN3CCCCC3C)C2)cc1 (centres undefined)	101	103	32	9	2	98	101	102	0.2	1	101
CCc1c(C)sc(NC(=O)c2cnn3cccnc23)c1C#N	?	?	·	9	21	?	?	?	0.8	7	?
CC(C)CNC(=O)c1nc(-c2ccccc2)n(-c2ccccc2)n1	?	?	·	23	-8	?	?	?	1.5	14	?
COc1ccc(-c2[nH]ncc2-c2cnc(C)s2)c(O)c1	97	104	-34	8	19	102	101	105	0.3	1	100
Cc1ccccc1NC(=O)C1CCCN1S(=O)(=O)c1ccc2c(c1)n(C)c(=O)c(=O)n2C (centres undefined)	96	98	·	6	-6	98	94	99	0.7	3	97
CC1(C)CC(NC(=O)Cc2ccccc2[N+](=O)[O-])CC(C)(C)N1	99	105	15	10	6	101	100	108	2.2	22	99
O=C(CSc1nnnn1C1CCCCC1)N1CCCC1	98	97	-4	9	5	95	98	96	0.2	1	96
CCN(CC)C(=O)c1ccccc1NC(=O)c1ccccc1	94	98	·	8	-3	96	98	98	-0.3	-5	96
CCC1(C)COC2(OC1)C(=O)Nc1ccccc12 (centres undefined)	104	104	-18	4	5	100	105	107	0.7	2	105
O=C(CCCNC(=O)/C(=C\c1ccccc1F)NC(=O)c1ccccc1)OCc1ccccc1	101	97	·	23	-10	99	98	105	0.7	2	98
COc1ccc(C2c3ccc4ccccc4c3Oc3ncn4nc(Cc5ccccc5)nc4c32)cc1OC (centres undefined)	103	102	1	4	-23	97	99	102	15	7	100
CN(C)c1ccc(/C=C2/C(=O)N(c3ccc([N+](=O)[O-])cc3)N=C2N2CCOCC2)cc1	90	94	·	8	·	90	92	89	-0.1	0	92
Cc1cc(C)c(NC(=O)Nc2ccccc2C)c(Cl)c1	92	98	-2	8	7	94	94	96	0.4	5	96
C=CCNC(=S)Nc1sc2c(c1C(=O)OCC)CC(C)(CC)OC2 (centres undefined)	97	97	10	9	21	97	94	96	-1.1	-4	94
COc1ccccc1NC(=O)CSc1ccc2nnc(-c3ccc(C)cc3)n2n1	101	94	·	7	12	95	95	96	1.7	6	96
CCOc1ccccc1NC(=O)COC(=O)CSc1ccc(Cl)cc1	93	93	-14	9	24	96	96	100	1.5	30	94
COc1cccc(NC2=C(Cl)C(=O)OC2OC(=O)c2ccco2)c1 (centres undefined)	93	98	7	12	29	95	98	97	0.1	2	98
COc1ccc(/C=N/NC(=O)Nc2cccc3nsnc23)c(OC)c1	95	95	·	8	-35	96	97	96	-0.4	-1	96
COC(=O)c1c(C)[nH]c(C(=O)CN2CCOCC2)c1C	98	104	·	11	-17	103	103	107	-0.2	0	102
CCOCC(=O)Nc1ccc([N+](=O)[O-])cc1C	99	97	-13	7	16	98	98	104	0.3	2	97
O=C(CSc1nc(-c2ccc(F)cc2)cs1)NCCN1C(=O)CSC1=O	100	96	13	9	25	94	98	94	-0.4	4	96
COc1ccc(Nc2nc(NCCO)nc(OC)n2)cc1	99	100	·	5	1	99	100	102	0.0	1	98
CS(=O)(=O)N(CC(N)=O)Cc1ccc(Cl)cc1	93	100	4	10	·	94	96	95	0.1	0	94
CCOC(=O)c1c(C)nc(SC)c(C#N)c1-c1ccccc1	96	98	12	24	-21	98	95	100	0.1	85*	95
CCOC(=O)c1oc2ccccc2c1CN1CCCCC1	109	100	-13	27	20	95	101	105	-0.5	0	101
O=C(c1nn(-c2ccccc2)c(=O)c2ccccc12)N1CCN(c2ncccn2)CC1	99	97	-21	15	10	95	96	98	1.2	3	98
Cc1ccccc1Nc1c(F)c(F)c(F)c(F)c1C(=O)O	104	97	-1	8	5	99	99	105	0.5	-1	103
O=C(COc1cccc2cccnc12)N1CCc2ccccc21	96	95	·	5	-27	94	94	95	1.2	5	92
Nc1ccc(NC(=O)c2ccco2)c(Cl)c1	102	99	·	7	4	98	99	100	0.2	1	99
C/C(=N\NC(N)=S)c1ccc(Cl)s1	96	97	·	2	-1	98	98	99	-0.8	0	97
Cn1nnnc1SCC(=O)NC(C)(C)C	99	104	-44	23	14	98	100	103	0.1	-3	100
O=C(NCC(F)(F)F)Nc1ncccn1	103	104	10	10	3	98	102	110	0.6	2	102
OCCC1CN(Cc2ccsc2)CCN1C1CCCC1 (centres undefined)	103	95	·	8	6	93	96	95	1.2	6	97
CC(=O)Nc1nnc(CCN2CCCCC2)s1	99	104	2	37	-4	100	103	105	0.2	1	101
c1ccc2[nH]c(CSc3ncnc4c3oc3ccccc34)nc2c1	100	82	16	24	-18	91	97	94	0.8	3	93
O=C(COc1ccc2ccccc2c1)Nc1cccc2cccnc12	91	99	2	13	-16	99	97	96	0.6	4	95
COCCN1CCN(Cc2nc(Cc3ccc(OC)c(OC)c3)no2)CC1	91	95	18	9	11	94	88	91	0.1	0	93
S=c1[nH]nc(CCc2ccc(Cl)cc2)o1	95	92	9	6	17	93	93	95	-1.0	-5	92
Cn1nc(C(F)(F)F)c2cc(NC(=O)OCC(C)(C)C)sc21	101	99	·	7	18	100	98	103	0.2	2	97
Next entries follow.
SMILES	Rab7 wt modul	Cdc42 wt GTP	Pf gamet viab	Avidin bead fluor	Mcl1 Noxa PPI	Rac1 act GTP bind	HRas wt GTP bind	Rac1 wt modul	ABCB1 inh	ABCG2 block	Rab2A wt mod
CCc1cc2c(SCC(=O)c3ccccc3)ncnc2s1	103	100	17	25	-6	94	101	103	0.8	7	100
Cc1c(C(=O)NCc2ccccc2)oc2ccc(S(=O)(=O)N3CCCC3)cc12	101	100	·	5	1	99	101	104	0.7	3	102
COc1cc(C(=O)Nc2ccc3c(c2)Cc2ccccc2-3)cc(OC)c1OC	97	100	·	4	-9	101	100	103	-0.2	1	102
CC(NC(=O)NC1CCCCC1)C(c1cccs1)N1CCN(C)CC1 (centres undefined)	99	97	·	5	-10	98	99	103	0.3	2	97
Nc1c(S(=O)(=O)c2ccccc2)cnc2c(-c3ccc(F)cc3)cnn12	94	92	-28	12	-19	97	93	94	0.2	1	94
Cc1ccc(N(C)C(=O)c2ccc3c(Cl)c4c(nc3c2)CCC4)cc1C	97	99	·	5	8	97	98	100	5.6	18	97
COC(=O)c1cccc(NC(=S)NCc2ccco2)c1	104	97	-39	20	13	94	99	96	0.1	2	97
CCN(CC)C(=O)CSc1nc2c(sc(=S)n2Cc2ccco2)c(=O)n1-c1ccccc1	99	97	-6	22	27	95	97	104	19	33	95
Cc1ccc(SCCC(=O)NCCSCc2ccccc2C)cc1	95	97	·	9	·	92	94	91	0.1	0	93
O=C(C(=O)N1CCc2ccccc2C1)c1cn(CC(=O)N2CCCC2)c2ccccc12	98	102	·	14	3	102	102	104	0.2	0	102
CC1CCN(c2nnc(NC(=O)Cn3c(=O)oc4ccccc43)s2)CC1	104	104	·	8	4	101	104	106	-2.4	-3	103
Cc1cc(SCC#N)nc2ccccc12	104	100	10	8	16	93	95	95	0.0	0	95

Looked up above:
Result for Cc1ccc(N(C)C(=O)c2ccc3c(Cl)c4c(nc3c2)CCC4)cc1C in Mcl1 Noxa PPI: 8
Result for CCc1cc2c(SCC(=O)c3ccccc3)ncnc2s1 in Rab2A wt mod: 100
